Screening results as filed in PubChem BioAssay.
C-LANA FP – blocks KSHV LANA C-terminal domain binding to DNA; MBP-C-LANA/FAM-LBS DNA binding, fluorescence polarization; inhibition, % at 9 µM; 0.078% of 340,000 active; AID 504423;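 active = highest replicate inhibition at or above 60% at 9 µM, even if other replicates fall short; inactive = all replicates below 60% inhibition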;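 note: 0% = neutral control wells and 100% = 4 µM acridine orange control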
DAGLB inhibitor – diacylglycerol lipase beta (human) inhibition; 0.059% of 340,000 active; Q8NCG7; inhibition, % at 5.17 µM; HEK293T DAGLB membrane lysate, EnzChek fluorogenic substrate; in the data active = inhibition above about 34%;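 note: 0% = enzyme with vehicle and 100% = wells lacking enzyme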
Target sequence (Q8NCG7 whole entry, looked up): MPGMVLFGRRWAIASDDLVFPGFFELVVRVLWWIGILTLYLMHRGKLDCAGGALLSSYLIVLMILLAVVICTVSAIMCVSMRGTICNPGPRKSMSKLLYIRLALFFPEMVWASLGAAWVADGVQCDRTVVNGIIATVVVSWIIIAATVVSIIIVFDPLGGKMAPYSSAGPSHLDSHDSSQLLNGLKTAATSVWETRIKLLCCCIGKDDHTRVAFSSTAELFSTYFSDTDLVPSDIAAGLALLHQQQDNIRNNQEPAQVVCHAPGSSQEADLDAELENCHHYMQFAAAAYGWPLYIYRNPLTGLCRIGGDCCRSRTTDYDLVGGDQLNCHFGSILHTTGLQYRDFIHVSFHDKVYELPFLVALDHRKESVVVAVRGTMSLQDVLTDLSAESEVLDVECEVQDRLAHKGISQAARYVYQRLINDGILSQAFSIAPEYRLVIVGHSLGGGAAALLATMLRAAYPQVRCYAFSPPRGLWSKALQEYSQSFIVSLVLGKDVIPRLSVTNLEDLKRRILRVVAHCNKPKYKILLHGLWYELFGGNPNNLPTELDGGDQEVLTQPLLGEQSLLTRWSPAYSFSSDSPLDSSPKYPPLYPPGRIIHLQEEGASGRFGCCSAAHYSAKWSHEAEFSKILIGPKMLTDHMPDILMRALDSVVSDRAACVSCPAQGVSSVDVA
PKA-R2B act – PKA-R2B complex activation; P22694+P31323; PKA-R2B holoenzyme dissociation, Cy5-IP20 fluorescence polarization; R2B truncated from residue 108, S112A mutant; 0% DMSO only, 100% 113 µM cGMP; activation, % at 11.4 µM; 0.079% of 340,000 active;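 active = activation above a cutoff set at the mean over all compounds plus 3 SD, cut at about 18% in these data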;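 note: higher means more holoenzyme dissociation and a rise in polarization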
SR-BI DiI inh – inhibitors of mouse SR-BI mediated HDL lipid uptake; Q61009; ldlA[mSR-BI] CHO cells, DiI-HDL uptake fluorescence, 3 h; inhibition, % at 12.5 µM; 0.96% of 320,000 active; AID 488896;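 active = mean replicate inhibition of at least 70% and a set share of replicates each scoring 70 or more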;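 note: 0% = median of neutral control wells and 100% = median of positive control wells; values of inactives mirror those of a sister screen read the other way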
Cardiac RTF inh – cardiac RTF calcium desensitization; P19429+P45379; IANBD-labeled cardiac RTF, Ca2+ fluorescence; inhibition, % at 7.15 µM; AID 493244; 0.12% of 340,000 active;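 active = inhibition above the mean inhibition of all tested compounds plus 3 SD, cut at about 17% in these data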;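 note: assay run at fixed EC70 calcium of 1.6 mM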
NSD2 HMT inh – blocks human histone methyltransferase NSD2; O96028; NSD2 peptide methylation, AlphaScreen, 120 min; inhibition, % at 12.5 µM; 0.54% of 310,000 active; in the data active = inhibition above about 50%
Arr AP2 block – blocks beta-arrestin peptide binding to AP2 adaptin. FITC-arrestin peptide / GST-AP2 beads, flow cytometry; AP2 beta2 appendage carries R879A mutation. inhibition, % at 10 µM. 0.31% of 340,000 active;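 active = inhibition above a set limit, near 3 SD of compounds lacking own fluorescence, cut at about 54% in these data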;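 note: plate controls were DMSO wells for no effect and 5 µM unlabelled arrestin peptide for full effect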
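Test system: GST-tagged AP2 beta2-adaptin appendage (R879A) on 4 µm glutathione beads; also added: fluorescein-tagged arrestin peptide at 50 nM final; timing: 12 min plus 1 h, RT; signal: flow cytometry, FL1 (488/535 nm); read-out: percent drop in bead-associated FITC signal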
SR-BI uptake up – enhances SR-BI lipid uptake from DiI-HDL | activation, % at 12.5 µM | AID 504775 | 0.096% of 320,000 active | CHO ldlA[mSR-BI] cells, DiI-HDL uptake fluorescence, 3 h; 100 = double the neutral-control signal;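 active = mean replicate activation of at least 60% and every replicate at or above 60%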;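 note: 0% = median plate neutral-control signal and 100% = twice that signal; values of inactives mirror those of a sister screen read the other way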
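Material: SR-BI-overexpressing, LDLR-lacking CHO cells; schedule: compound exposure 3 h, 37 °C; reagent: DiI-labelled HDL at 10 µg/mL final; technique: bottom-read fluorescence, 550/595 nm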
PvdQ acylase – blocks Pseudomonas aeruginosa PvdQ acylase activity; purified PvdQ acylase, fluorescence plate reader; 0.063% of 340,000 active; AID 488965; inhibition, % at 10 µM; in the data active = inhibition above about 30%, passing the limit was not always enough;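 note: 0% = vehicle neutral wells and 100% = reference inhibitor wells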
Keap1-Nrf2 PPI – Keap1-Nrf2 (human) interaction inhibition; Q14145; Keap1 Kelch-Nrf2 peptide fluorescence polarization, 1536-well; inhibition, % at 9.4 µM; 0.15% of 340,000 active; in the data active = inhibition above about 12%;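 note: human Keap1 Kelch domain with fluorescein labeled Nrf2 9mer peptide probe; 0% = neutral control wells and 100% = peptide positive control; higher means more block of Keap1 binding to Nrf2 peptide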
Active calls of the source: *; . = not tested or not shown.

no.	Molecule	C-LANA FP	DAGLB inhibitor	PKA-R2B act	SR-BI DiI inh	Cardiac RTF inh	NSD2 HMT inh	Arr AP2 block	SR-BI uptake up	PvdQ acylase	Keap1-Nrf2 PPI
1	Cc1ccc(CC(=O)NNC(=O)c2ccncc2)cc1C	0.3	0	-5	2	-2	2	16	-2	2	3
2	Cc1cc(C)nc(NC2=NCC(=O)N2c2ccccc2Br)n1	-0.6	-1	-7	.	-1	.	0	.	-18	-1
3	CC(=O)Nc1cccc(N2C(=O)CC(Cc3ccccc3)C2=O)c1 (stereo not drawn)	-1.5	-3	-5	4	3	-5	-5	-4	-13	-2
4	Cc1ccc(/C=C/C(=O)Nc2ccc(O)c3c(=O)cc(-c4ccccc4Cl)oc23)cc1	-1.3	-2	0	32	-23	.	-2	-29	-15	-4
5	N#CC1=C(N)Oc2cc(N)ccc2C1C1CCCCC1 (stereo not drawn)	1.1	4	-15	13	1	-3	4	-13	17	-3
6	Cc1cc(NC(=O)Cn2cnc3sc(C)c(-c4ccccc4)c3c2=O)no1	0.5	-1	-2	6	3	12	28	-6	16	0
7	Nc1ccc(SCc2nc3cccc4c3n2CCC4)cc1	2.0	1	-5	0	-6	2	4	0	-2	0
8	CCOC(=O)c1c(NC(=O)Cn2nc(C(=O)O)c3ccccc3c2=O)sc(CC)c1C	0.5	-3	3	18	-1	1	0	-18	-6	2
9	C/C=C/c1cc(CN2CCN(c3ccc(OC)cc3)CC2)c(O)c(OC)c1	0.1	-1	3	17	-6	-1	-7	-17	5	1
10	CN1CCN(c2nc(-c3ccncc3)nc3ccccc23)CC1	0.6	-3	8	6	-13	8	31	-6	3	-4
11	CCn1nc(NC(=O)Cc2ccc(OC)cc2)c2cc3cccc(C)c3nc21	1.1	-8	-3	6	-5	-1	2	-6	-11	-4
12	Nc1nc2c(nc(N3CCCCC3)n2[C@@H]2O[C@H](CO)[C@@H](O)[C@H]2O)c(=O)[nH]1	-2.6	0	3	-11	2	1	11	11	-6	-4
13	CC(CC12CC3CC(CC(C3)C1)C2)NCc1ccccc1O (stereo not drawn)	0.0	-1	8	8	-3	5	11	-8	-9	0
14	Cc1cc(C)cc(NC(=S)N2CCN(c3ncccn3)CC2)c1	-1.2	-1	-12	15	6	2	0	-15	7	-2
15	Cn1c(N)c(C(=O)CSc2n[nH]c(-c3ccccc3)n2)c(=O)n(C)c1=O	-3.2	-1	-3	-9	-3	1	-8	9	-10	-2
16	CCOC(=O)c1cc(NC(=O)/C=C\C(=O)O)ccc1Cl	1.5	0	-9	-21	-3	-1	-2	21	-9	-3
17	O=C(c1ccc2[nH]ccc2c1)N1CCCC(Nc2ccccc2)C1 (stereo not drawn)	-1.9	-1	5	-8	-7	2	43	8	7	-3
18	CC(=O)Nc1ccc(NC(=O)CN2C(=O)COc3ccc(S(=O)(=O)N4CCCCC4)cc32)cc1	2.1	-1	4	-9	-6	1	-10	9	-16	0
19	COc1ccc(C2=NN(CCC(=O)NC3CCC(C)CC3)C(=O)CC2)cc1 (stereo not drawn)	-0.8	2	8	30	-5	-3	1	-30	-3	3
20	O=C(NC(=S)Nc1ccc2[nH]c(=O)[nH]c2c1)c1ccccc1[N+](=O)[O-]	0.5	4	-3	-6	-4	0	-12	6	-13	-6
21	Cc1sc2ncn(CC(=O)N3CCC(C(N)=O)CC3)c(=O)c2c1S(=O)(=O)N1CCOCC1	-1.2	-2	-6	.	5	-1	41	.	2	1
22	Cc1ccc(NC(=O)c2cc(=O)c3ccccc3o2)c(C)c1	0.7	1	-8	-10	12	-2	-11	10	10	2
23	Cc1nnc(SCc2nc3scc(-c4ccccc4)c3c(=O)[nH]2)s1	1.5	6	-6	.	-6	8	-1	.	-7	0
24	O=C(Nc1cnccc1C(F)(F)F)NC1CCCCC1	2.0	-3	-5	10	-3	-1	-1	-10	-12	-2
25	OC(COc1ccc2ccccc2c1)Cn1ccnc1 (stereo not drawn)	-0.2	3	-3	-9	-7	1	-4	9	-7	-7
26	COc1ccc(CCN2C(=O)CSC2=Nc2ccc(C(C)C)cc2)cc1OC	-2.0	.	.	38	.	38	-25	-38	-6	-1
27	COC(=O)c1ccc(/C=C(/NC(=O)c2ccccc2)C(=O)N2CCOCC2)cc1	1.7	-3	-3	-50	0	-3	-13	50	-16	-3
28	Cc1ccc(N(C(C)C(=O)Nc2ccc3c(c2)OCO3)S(C)(=O)=O)cc1 (stereo not drawn)	-0.6	-4	-3	4	-4	-3	32	-4	0	1
29	O=C(CCC(=O)N1CCSc2ccccc21)Nc1ccc(F)cc1	0.6	2	7	-4	-3	.	-5	4	-17	1
30	CCNC(=S)Nc1ccc(Cc2nc3ccccc3[nH]2)cc1	2.7	-1	8	6	-1	0	9	-6	-10	5
31	CCOC(=O)C1=C(COC(=O)CSc2ccc(C)cc2)NC(=O)NC1C (stereo not drawn)	-0.2	-3	2	-13	-2	0	-8	13	-17	2
32	CCOC(=O)N1CCN(C(=O)c2sc3nc(-c4ccc(F)cc4)cn3c2C)CC1	-0.2	2	-4	-1	-5	-1	-7	1	-15	-2

Structural class, the entries above containing a thiophene ring, fused or not (four)
no.	Molecule	C-LANA FP	DAGLB inhibitor	PKA-R2B act	SR-BI DiI inh	Cardiac RTF inh	NSD2 HMT inh	Arr AP2 block	SR-BI uptake up	PvdQ acylase	Keap1-Nrf2 PPI
6	Cc1cc(NC(=O)Cn2cnc3sc(C)c(-c4ccccc4)c3c2=O)no1	0.5	-1	-2	6	3	12	28	-6	16	0
8	CCOC(=O)c1c(NC(=O)Cn2nc(C(=O)O)c3ccccc3c2=O)sc(CC)c1C	0.5	-3	3	18	-1	1	0	-18	-6	2
21	Cc1sc2ncn(CC(=O)N3CCC(C(N)=O)CC3)c(=O)c2c1S(=O)(=O)N1CCOCC1	-1.2	-2	-6	.	5	-1	41	.	2	1
23	Cc1nnc(SCc2nc3scc(-c4ccccc4)c3c(=O)[nH]2)s1	1.5	6	-6	.	-6	8	-1	.	-7	0

Going on with the list:
no.	Molecule	C-LANA FP	DAGLB inhibitor	PKA-R2B act	SR-BI DiI inh	Cardiac RTF inh	NSD2 HMT inh	Arr AP2 block	SR-BI uptake up	PvdQ acylase	Keap1-Nrf2 PPI
33	O=C(c1cccc(S(=O)(=O)N2CCOCC2)c1)N1CCN(C/C=C/c2ccccc2)CC1	1.5	-1	0	8	2	-1	3	-8	4	-3
34	CC(=O)c1ccc(N2C(=NC(=O)CCc3ccccc3)SC3CS(=O)(=O)CC32)cc1 (stereo not drawn)	0.2	0	-11	-3	5	0	6	3	-4	1
35	Cc1ccc(S(=O)(=O)CC(=O)Nc2ncc([N+](=O)[O-])s2)cc1	-0.7	2	-8	.	2	12	20	.	0	-8
36	CC1=CN(S(=O)(=O)c2ccc(C)cc2)C[C@@H]2c3ccccc3N(S(=O)(=O)c3ccc(C)cc3)[C@H]12	14	-7	-4	14	1	.	-8	-14	-3	-1
37	COc1ccc(C)cc1S(=O)(=O)NCC(c1ccco1)N1CCc2ccccc2C1 (stereo not drawn)	-0.5	-1	-6	-3	3	0	-2	3	-7	-5
38	COc1ccc(S(=O)(=O)N2CCCC(C(=O)Nc3ccc(NC(=O)c4ccccn4)cc3)C2)cc1 (stereo not drawn)	-1.3	-2	2	63	-13	0	-11	-63	-11	-7
39	Cc1ccc(SCC(=O)NC2CC3CCC(C2)N3C)cc1 (stereo not drawn)	0.9	-3	-1	-9	3	21	10	9	19	-1
40	CC(=O)c1c(Cl)nc2ccc(Br)cc2c1-c1ccccc1	-1.4	-13	-2	18	2	3	36	-18	8	-1
41	CC1=NOC(=O)/C1=C\c1ccc(-c2ccc(Br)cc2C(=O)O)o1	5.3	6	-2	-14	3	6	-7	14	-10	-5
42	O=C(NCCCC(NC(=O)OCc1ccccc1)C(=O)O)OCc1ccccc1 (stereo not drawn)	-0.5	1	0	-4	-1	1	7	4	-7	-1
43	CC(=O)c1ccc(S(=O)(=O)NCCC(=O)OCC(=O)N2CCCC2=O)cc1	0.6	2	-13	-3	-4	.	1	3	-11	-3
44	CC(Oc1ccc2c3c(c(=O)oc2c1)CCCC3)C(=O)NCCCn1ccnc1 (stereo not drawn)	1.0	0	5	-9	-6	1	3	9	-14	0
45	O=C(c1ccco1)N1CCN(C(=O)c2cnn(-c3ccc(Cl)cc3)c2C2CCNCC2)CC1	0.6	1	-6	3	-6	2	-4	-3	-14	-5
46	O=C(Nc1ccccc1)c1cnc(-c2ccccc2)nc1-c1ccccc1	-1.2	-6	-9	32	-6	-1	3	-32	-13	-1
47	O=C(NCCc1c[nH]c2ccccc12)c1c(Cl)nc2sccn12	1.0	1	-12	15	-8	40	3	-15	-8	-3
48	Nc1nc(-c2ccccc2)c(-c2ccccc2)n1N	-1.6	-7	-10	-9	-35	2	14	9	3	-5
49	COc1cc2c(cc1OC)CN(C(=O)c1cc(Cl)nc(Cl)c1)CC2	-1.9	-5	-1	36	-8	7	2	-36	3	0
50	CC(=O)N/C(=C/c1cccnc1)C(=O)Nc1ccc(Cl)cc1	-0.4	0	-17	-12	5	.	5	12	9	2
51	O=C(O)COCC(=O)Nc1ccc(-n2nc(C(F)(F)F)cc2-c2cccs2)cc1	0.7	.	.	-8	.	0	-15	8	-18	-4
52	COc1cccc(NC(=O)c2ccnc(N3CCC(C(=O)NCc4cc(OC)ccc4OC)CC3)c2)c1	1.4	1	-6	79*	1	-1	4	-79	-4	-4
53	O=C(COC(=O)c1nc(Cl)ccc1Cl)NC1CCCCCC1	-0.4	-3	4	-17	-15	0	9	17	-10	-8
54	O=C1OC2(CCCC2)OC(=O)C1=Cc1c[nH]c2ccccc12	14	1	-5	-21	2	0	-2	21	-7	4
